High-throughput results deposited in PubChem by several laboratories.
PREPL inhibitor: inhibitors of human prolyl oligopeptidase-like enzyme PREPL; Q4J6C6; recombinant PREPL, fluorescence polarization activity-based probe; inhibition, % at 5.96 µM; 0.68% of 320,000 active; AID 2751; in the data active = inhibition above about 43%;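 also: 0% = enzyme with DMSO and 100% = wells lacking enzyme; many of its hits are not listed in these tables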
PP1 counter: PP1-alpha (human) inhibition in PP5 counter-screen; P62136; purified PP1alpha, OMFP fluorescence; inhibition, % at 6.7 µM; 0.9% of 320,000 active;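 active = inhibition above the mean inhibition of all tested compounds plus 3 SD, computed separately for each screening campaign, cut at about 15% in these data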
Target sequence (P62136 whole entry, looked up): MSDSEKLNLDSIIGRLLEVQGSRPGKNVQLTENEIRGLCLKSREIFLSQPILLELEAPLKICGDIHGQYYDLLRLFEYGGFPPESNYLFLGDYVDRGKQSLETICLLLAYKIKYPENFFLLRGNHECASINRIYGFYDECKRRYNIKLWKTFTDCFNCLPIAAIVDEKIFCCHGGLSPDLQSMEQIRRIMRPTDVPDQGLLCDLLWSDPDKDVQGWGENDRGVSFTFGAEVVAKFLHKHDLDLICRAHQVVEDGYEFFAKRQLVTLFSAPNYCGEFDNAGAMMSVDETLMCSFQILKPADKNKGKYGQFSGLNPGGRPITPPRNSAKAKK
PP5 inh: PP5 (human) phosphatase inhibition; P53041; 0.18% of 320,000 active; purified PP5c, OMFP substrate fluorescence; AID 1987; inhibition, % at 6.7 µM;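 active = inhibition above the campaign's mean inhibition across all tested compounds plus 3 SD, cut at about 9.5% in these data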;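 also: 0% = DMSO only and 100% = 100 µM cantharidin control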
Target sequence (P53041 whole entry, looked up): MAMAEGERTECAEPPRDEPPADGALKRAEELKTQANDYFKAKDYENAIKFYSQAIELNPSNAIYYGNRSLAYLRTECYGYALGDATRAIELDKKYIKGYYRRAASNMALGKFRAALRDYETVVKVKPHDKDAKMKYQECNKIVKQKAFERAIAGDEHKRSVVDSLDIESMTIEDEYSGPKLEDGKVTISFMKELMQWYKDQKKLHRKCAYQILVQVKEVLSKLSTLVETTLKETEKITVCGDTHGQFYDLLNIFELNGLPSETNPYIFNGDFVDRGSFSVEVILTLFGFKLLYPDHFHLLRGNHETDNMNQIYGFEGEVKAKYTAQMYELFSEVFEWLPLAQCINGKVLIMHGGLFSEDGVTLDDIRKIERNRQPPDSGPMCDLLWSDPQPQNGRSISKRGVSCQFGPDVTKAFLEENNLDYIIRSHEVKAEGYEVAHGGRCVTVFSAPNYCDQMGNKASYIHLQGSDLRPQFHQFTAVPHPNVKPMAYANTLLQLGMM
TPT1 inhibitor: inhibitors of Candida albicans tRNA 2'-phosphotransferase TPT1. recombinant caTPT1, FP RNA substrate dephosphorylation. inhibition, % at 5 µM. 0.81% of 300,000 active. AID 1962;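 active = inhibition above the mean of all tested compounds plus 3 SD, set per screening campaign, cut at about 24% in these data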;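 also: plate controls were DMSO alone for no effect and ferristatin control at 100 nM for full effect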
LYPLA2 counter: counter-screen for PME1 inhibitors: inhibitors of human LYPLA2; O95372; recombinant LYPLA2, FP-Rh probe fluorescence polarization; inhibition, % at 5.9 µM; 0.38% of 320,000 active; AID 2177;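 active = inhibition above the screen-wide mean plus 3 SD, limit set per campaign, cut at about 26% in these data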;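 also: 0% = LYPLA2 with DMSO and 100% = wells lacking LYPLA2 enzyme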
Efflux pump mplx: inhibitors of Candida antifungal efflux pumps expressed in yeast | S. cerevisiae Candida pump triplex, Nile Red efflux | inhibition, % at 10 µM | 0.44% of 330,000 active | AID 485275;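 active = plate passing quality check with inhibition over a set limit, or well fluorescence over plate mean plus 4 SD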;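 also: Nile Red retained in pooled yeast measured as flow cytometry median fluorescence; 0% = buffer negative control and 100% = Enniatin B positive control; higher means more Nile Red kept so more efflux inhibition; some compounds called inactive have numbers as strong as hits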
CTSL1 counter: cathepsin L1 inhibition, PFM18AAP counter-screen; recombinant F. hepatica cathepsin L1, Z-Leu-Arg-MCA fluorescence; inhibition, % at 5.96 µM; 0.49% of 300,000 active;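 active = inhibition above the mean of all tested compounds plus 3 SD, set per screening campaign, cut at about 17% in these data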;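 also: 0% = plate median of test compound wells and 100% = 1 µM Z-Phe-Ala-diazomethylketone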
GASC-1 inh: human JMJD2C demethylase inhibition; AID 2099; inhibition, % at 2.35 µM; GST-JMJD2C(1-420) H3K9me3 demethylation, DELFIA europium; Q9H3R0; 0.069% of 330,000 active;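 active = more than half of a compound's replicate wells show inhibition beyond 50%, single wells judged on their own value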;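 also: signal counts dimethyl H3K9 product captured on neutravidin plate; 0% = median of DMSO wells and 100% = 0.3 times that DMSO median; strong numbers were not always called active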
core dimer inh: blocks dimerization of HCV core protein | TR-FRET GST/Flag-core106 dimerization, 1536-well | inhibition, % at 5 µM | 0.33% of 300,000 active;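 active = inhibition above the mean of all tested compounds plus 3 SD, set per screening campaign, cut at about 45% in these data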
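Assay system: GST-tagged and Flag-tagged HCV core protein residues 1-106 / Times: compound-protein-antibody incubation 4 h at 22.5 °C / Signal: time-resolved FRET, ex 340 nm, em 617 and 671 nm / Evaluation: % inhibition based on acceptor/donor emission ratio / Benchmarks: wells lacking GST-core106 and wells with excess unlabelled core106 / Repeats: singlicate, one well per compound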
Starred values were filed as active, the others as inactive; · = no result given. These rows are one share of the data; the hit share may differ from the screen's.

The first two compounds (preview)
Screens in order: PREPL inhibitor	PP1 counter	PP5 inh	TPT1 inhibitor	LYPLA2 counter	Efflux pump mplx	CTSL1 counter	GASC-1 inh	core dimer inh
COc1ccc(NC(=O)NNC(=O)C(O)(c2ccccc2)c2ccccc2)cc1
  -3	21*	-1.8	-1	-9	0.1	0	-1	-6
CCCC(=O)Nc1ccc(-c2csc(NNC(C)=O)n2)cc1
  12	-1	1.9	1	8	-0.2	-6	11	0

All compounds of this part, from the start:
Screens in order: PREPL inhibitor	PP1 counter	PP5 inh	TPT1 inhibitor	LYPLA2 counter	Efflux pump mplx	CTSL1 counter	GASC-1 inh	core dimer inh
COc1ccc(NC(=O)NNC(=O)C(O)(c2ccccc2)c2ccccc2)cc1
  -3	21*	-1.8	-1	-9	0.1	0	-1	-6
CCCC(=O)Nc1ccc(-c2csc(NNC(C)=O)n2)cc1
  12	-1	1.9	1	8	-0.2	-6	11	0
CCCOC(=O)c1ccc(NC(=O)/C=C/c2cccs2)cc1
  -8	1	6.4	-3	-28	0.0	2	0	7
COc1ccc(/C=N/NC(=O)CCN2CCN(c3ccccc3)CC2)c(OC)c1OC
  6	-2	1.8	-3	-10	0.0	-7	0	-5
Cc1ccc2nc(NC(=O)C3CCCN(S(=O)(=O)c4cccc5nonc45)C3)sc2c1 (stereo not given)
  -2	7	5.0	10	-56	0.1	-3	59	18
CCOC(=O)c1c(C)[nH]c(C(=O)COc2ccc3c(c2)OCO3)c1C
  4	-1	2.7	3	6	-0.1	-2	-8	10
CCCc1n[nH]c2c1/C(=N\O)CCC2
  7	-5	-6.6	-3	-1	0.2	4	-1	1
Cc1nnc(SCC(=O)N2N=C(c3ccc(Cl)cc3)CC2c2ccco2)[nH]c1=O (stereo not given)
  -10	0	-1.5	15	0	0.4	-1	8	18
CC(c1nccs1)N(C)c1nc2nonc2nc1N(C)C (stereo not given)
  -9	0	0.0	-5	3	0.0	-2	0	3
CCOC(=O)Nc1ccc2nc3n(c(=O)c2c1)CCCCC3
  19	-4	-1.0	-1	8	-0.2	1	14	-2
O=c1c2cc(N3CCOCC3)ccc2[nH]c(=S)n1Cc1ccccn1
  20	-5	1.6	-4	13	-0.2	-3	24	2
Cc1cc(C)c(S(=O)(=O)N2CCN(C(=O)C(C)Cn3cncn3)CC2)c(C)c1 (stereo not given)
  8	-5	0.2	-3	3	-0.2	-3	-3	6
O=C(NCCCN1CCOCC1)C(Sc1ccccc1)c1ccccc1 (stereo not given)
  0	-6	3.1	0	-2	0.2	-2	-4	7
CC(=O)c1cccc(S(=O)(=O)N2CCC(C(=O)Nc3cccc(C(=O)NC4CC4)c3)CC2)c1
  4	-2	0.7	·	-2	0.1	·	4	·
CCOc1ccccc1NC(=O)C1(S(=O)(=O)c2ccc(Cl)cc2)CC1
  -4	0	2.0	-3	-5	-0.1	-6	3	4
CCOCCN1CCN(c2c(C)c(C)nc3cc(-c4cc(OC)cc(OC)c4)nn23)CC1
  -16	1	3.9	4	2	0.6	-1	7	0
Cn1c(C(=O)NCc2ccco2)cc2c(=O)[nH]c3ccccc3c21
  4	-2	1.9	1	2	0.0	0	5	-6
Nc1ccc2c(c1)C(=O)N(CC1CCCO1)C2=O (stereo not given)
  7	-4	3.5	-4	1	0.1	2	-2	0
CC(=O)Nc1ccc(CN2CCCN(C)CC2)cc1
  -2	-2	-1.2	-1	0	-0.1	-1	8	3
O=C(NCC(=O)N1CCN(c2ccccc2)CC1)c1ccc(Br)o1
  5	-1	0.0	-2	3	0.0	-3	3	-8
Cc1ccc(-c2csc3nc(SCC(N)=O)n(Cc4ccccc4)c(=O)c23)cc1
  25	3	2.5	-1	2	-0.1	10	3	7
COc1ccc(-c2cc(-c3ccc(Br)cc3)nc3ncnn23)cc1OC
  -2	-1	1.8	-3	0	0.0	-3	4	19
COc1ccc(OCc2cc(C(=O)NCCCc3ccccc3)no2)c(Cl)c1
  -7	0	3.2	-1	-3	-0.2	2	4	8
COc1ccccc1/C=C/C1(C(=O)NC2CCCC2)CC(=O)N1c1ccccc1 (stereo not given)
  0	-1	1.1	-1	3	-0.1	2	0	3
COCc1cc(C)nc(Nc2ccccc2OC)c1C#N
  -10	-2	1.0	-3	-1	-0.5	1	-11	9
O=C(NC(Cc1ccccc1)C(=O)O)/C(=C/c1ccc([N+](=O)[O-])cc1)NC(=O)c1ccccc1 (stereo not given)
  5	-2	1.2	6	-8	-0.1	10	8	-11
CCCn1nc(CC(=O)OCC)c2ccccc2c1=O
  9	-3	-2.0	-1	4	-0.1	3	-3	-5
O=C(NC12CC3CC(CC(C3)C1)C2)N1CC2Cc3cccc(=O)n3C(C2)C1 (stereo not given)
  11	-2	1.9	3	6	0.2	2	-13	1
CCCN(CCC)C(=O)Cn1c(=O)n(CCCC(=O)NCc2ccco2)c(=O)c2sccc21
  4	-2	1.1	-1	4	-0.1	-2	6	1
CCN(CC(=O)NCc1cccs1)C(=O)c1cccc(S(=O)(=O)N2CCc3ccccc32)c1
  -9	5	-0.1	0	9	0.0	-3	4	0

Later entries:
Screens in order: PREPL inhibitor	PP1 counter	PP5 inh	TPT1 inhibitor	LYPLA2 counter	Efflux pump mplx	CTSL1 counter	GASC-1 inh	core dimer inh
CCOC(=O)CN1N=C(/C=C/c2ccc(OCC)cc2)CCC1=O
  1	-1	-2.5	-1	-5	0.0	5	0	7
Cc1ccc2cc(C(c3nnnn3C(C)(C)C)N3CCCCCC3)c(=O)[nH]c2c1 (stereo not given)
  -9	-1	2.7	-1	0	0.1	0	3	1
CC(NC(=O)Cc1cccs1)c1ccncc1 (stereo not given)
  3	1	-0.5	-1	-5	-0.1	12	16	9
COCCNc1nnc(SCC(=O)NNC(=O)c2ccc([N+](=O)[O-])cc2)s1
  5	-5	0.4	0	0	-0.1	-4	8	1
O=C(C1=C[C@@H](C2CCCCC2)C[C@@H](OCc2ccc(CO)cc2)O1)N1CCOCC1
  1	-2	2.2	0	4	0.1	0	9	8
O=C(Nc1ccccc1Oc1ccsc1C(=O)O)c1ccccc1F
  3	2	0.9	-2	0	0.0	-4	-6	-12
Cc1ccsc1C1C=C(c2cccc(Br)c2)Nc2ncnn21 (stereo not given)
  -7	-2	-2.3	-85	8	-0.1	3	-4	-20
O=C(Nc1ccccc1)N1CCn2c1nc1ccccc12
  11	2	5.0	1	2	0.1	2	9	-6
CCOC(=O)Cc1c(C)nc(SC)[nH]c1=O
  -3	-4	1.2	-3	3	-0.1	0	-13	2
COC(=O)NNC(=O)c1ccccc1OC
  0	-4	1.1	-2	-3	0.0	3	24	1
COc1ccc(OCc2nnc(SCC(=O)N3CCCC3)o2)cc1
  14	4	-3.3	1	-1	0.1	-5	1	-3
COc1ccc(N2CCN(C(=O)CNC(=O)c3ccc4ccccc4c3)CC2)cc1
  22	-3	-0.6	·	6	-0.1	·	6	·
CCN(CC(=O)Nc1ccccc1OC)C(=O)/C=C/c1cccs1
  -3	-3	8.6	-1	4	0.1	3	2	1
CC/C(C)=N\NC(=O)CNC(=O)c1ccc(Cl)cc1Cl
  -4	-3	-1.3	1	5	0.0	4	-5	-15
COC(=NC(C)C)NC(C)C
  20	-4	0.5	-2	-1	0.1	-6	-12	-9
O=C(Nc1ccccc1C(F)(F)F)c1ncn[nH]1
  7	-3	1.6	-2	0	-0.1	1	6	-5
COc1cc(NC(=O)COc2cccc(OC)c2)cc(OC)c1
  18	0	3.3	-1	1	0.0	-8	-1	-4
CN(C)c1ccc(CNC(=O)CCNS(=O)(=O)c2cc(Br)cnc2N)cc1
  2	-1	-0.4	-4	6	0.0	-2	4	13
Cc1cccc(N2C(=O)CC(N3CCN(c4ccccc4)CC3)C2=O)c1 (stereo not given)
  -2	-2	0.4	-2	-1	-0.1	1	-13	9
Cc1scc(C(=O)N/N=C/c2ccco2)c1C
  -5	3	2.4	2	3	0.0	0	1	-2
O=C(c1ccc(COc2c(F)c(F)c(F)c(F)c2F)o1)N1CCN(Cc2ccc3c(c2)OCO3)CC1
  4	5	6.4	-1	20	0.0	3	1	26
O=C(NCC1CC1)c1onc(CSc2ccc(F)c(F)c2)c1C(=O)NCC1CC1
  8	0	7.3	-2	-7	0.2	1	-18	5
O=C(NCCCN1CCOCC1)c1cc2ccccc2cc1O
  -4	-5	0.1	2	8	-0.2	0	-6	-5
Cc1ccc(NC(=O)c2cc(-c3ccc(C)o3)nc3ccccc23)cc1
  1	1	2.8	6	-8	0.1	1	-10	44
Cc1noc(NS(=O)(=O)c2ccc(NC(=O)CSc3nc4c(cc3C#N)CCCC4)cc2)c1C
  0	-3	2.2	1	-7	0.1	1	-4	3
CCOC(=O)c1ccc(NC(=O)C(CC)CC)cc1
  -13	-2	0.6	-1	-6	0.0	0	-4	-4
O=C(O)c1ccc(Cl)c(NC(=S)NC(=O)c2cccc(COc3ccccc3)c2)c1
  -3	1	2.5	-5	10	-0.5	2	1	2
Cc1sc2ncnc(NCC3COc4ccccc4O3)c2c1C (stereo not given)
  -3	-5	3.0	1	11	0.1	-1	-4	-1
CC(=O)Nc1ccc(S(=O)(=O)N2CCSC2c2ccc(C)cc2)cc1 (stereo not given)
  -10	3	3.0	1	-9	0.0	-6	0	3
O=C(c1ccc(O)c(Cl)c1)N1CCN(S(=O)(=O)c2ccccc2)CC1
  4	-1	-0.6	1	9	0.0	6	-6	5

An excerpt from above in order of the core dimer inh value, high to low:
molecule | core dimer inh
Cc1cccc(N2C(=O)CC(N3CCN(c4ccccc4)CC3)C2=O)c1 (stereo not given) | 9
O=C(NCCCN1CCOCC1)C(Sc1ccccc1)c1ccccc1 (stereo not given) | 7
CCN(CC(=O)NCc1cccs1)C(=O)c1cccc(S(=O)(=O)N2CCc3ccccc32)c1 | 0

Compound profiles, as listed above:
O=C(c1ccc(COc2c(F)c(F)c(F)c(F)c2F)o1)N1CCN(Cc2ccc3c(c2)OCO3)CC1 is listed as PREPL inhibitor = 4; PP1 counter = 5; PP5 inh = 6.4; TPT1 inhibitor = -1; LYPLA2 counter = 20; Efflux pump mplx = 0.0; CTSL1 counter = 3; GASC-1 inh = 1; core dimer inh = 26
CCOC(=O)Cc1c(C)nc(SC)[nH]c1=O is listed as PREPL inhibitor = -3; PP1 counter = -4; PP5 inh = 1.2; TPT1 inhibitor = -3; LYPLA2 counter = 3; Efflux pump mplx = -0.1; CTSL1 counter = 0; GASC-1 inh = -13; core dimer inh = 2
